Screens deposited in PubChem BioAssay by Johns Hopkins Ion Channel Center.
Kir21 inh: inhibitors of mouse Kir2.1 inward-rectifier potassium channel. HEK293-Kir2.1, FluxOR thallium flux fluorescence; active compounds read low. B-score at 10 µM. hit rate 0.85% among 310,000;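 active means fluorescence ratio B-score at or below minus 3 SD of library scores, with starting-brightness B-score within 2 SD, cut at about -4.2 in these data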;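 further: channel flux triggered by added potassium and thallium sulfate stimulus; B-score of peak minus minimum fluorescence over baseline after thallium stimulus; more negative B-score means stronger Kir2.1 block with less thallium influx; some compounds called inactive have numbers as strong as hits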
Target sequence (P35561 whole entry, looked up): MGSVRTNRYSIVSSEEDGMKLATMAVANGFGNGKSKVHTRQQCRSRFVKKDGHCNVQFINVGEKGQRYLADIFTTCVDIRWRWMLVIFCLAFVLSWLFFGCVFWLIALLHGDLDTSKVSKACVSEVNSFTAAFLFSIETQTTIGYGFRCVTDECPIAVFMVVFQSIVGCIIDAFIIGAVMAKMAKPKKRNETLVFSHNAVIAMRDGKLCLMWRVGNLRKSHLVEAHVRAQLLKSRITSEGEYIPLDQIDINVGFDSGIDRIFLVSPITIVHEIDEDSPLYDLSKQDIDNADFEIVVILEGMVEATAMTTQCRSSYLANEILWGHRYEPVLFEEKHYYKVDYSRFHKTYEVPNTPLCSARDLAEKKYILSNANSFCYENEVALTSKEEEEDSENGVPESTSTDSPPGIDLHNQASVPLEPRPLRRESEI
KCNQ2 inh: KCNQ2 potassium channel inhibitors, primary screen, cell-based, CHO-K1, FluxOR thallium flux, B-score (AID 2156) | Potassium voltage-gated channel subfamily KQT member 2 (Rattus norvegicus), O88943 | B-score at 10 µM | 20 min; active compounds read low | hit rate 1.1% among 310,000;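 active means fluorescence ratio B-score at most minus 3 library SDs, with starting brightness B-score within 2 library SDs, cut at about -5.5 in these data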
Active calls of the source: *; i = inactive.

SMILES | Kir21 inh | KCNQ2 inh
CN1CCN(C(=O)COc2ccc(S(=O)(=O)NC3CCCCC3)cc2Cl)CC1 | 0.85 | i
CN1CCN(c2c(C#N)c(C(F)(F)F)nn2C)CC1 | 0.08 | i
NC(=O)CN1C2CCC1CC(NC(=O)C1CC1)C2 (centres undefined) | -0.28 | i
COC(=O)C(O)(c1ccc(N(C)S(=O)(=O)c2ccccc2)cc1)C(F)(F)F (centres undefined) | 0.2 | i
COP(=O)(NC(=O)C(Cl)(Cl)Cl)OC | 0.77 | i
COC(=O)c1ccc(-n2c(C)nc3ccccc3c2=O)cc1 | -1.4 | i
Cc1cc([P+](=O)O)c(C)n1-c1ccc(Br)cc1 | -0.58 | i
O=C1NC(=O)N(c2ccc3c(c2)OCO3)C(=O)/C1=C/c1ccsc1 | 0.33 | i
COC(=O)C1=C(c2cccc(OC)c2OC)C[C@@H]2CC[C@H]1N2C(=O)NCc1cccc2ccccc12 | -0.13 | -6.8*
COC(=O)C1=C(c2ccc(S(C)(=O)=O)cc2)C[C@@H]2CC[C@H]1N2C(=O)NCc1cccc2ccccc12 | 0 | i

Next section; it opens with the three that closed the last part.
SMILES | Kir21 inh | KCNQ2 inh
O=C1NC(=O)N(c2ccc3c(c2)OCO3)C(=O)/C1=C/c1ccsc1 | 0.33 | i
COC(=O)C1=C(c2cccc(OC)c2OC)C[C@@H]2CC[C@H]1N2C(=O)NCc1cccc2ccccc12 | -0.13 | -6.8*
COC(=O)C1=C(c2ccc(S(C)(=O)=O)cc2)C[C@@H]2CC[C@H]1N2C(=O)NCc1cccc2ccccc12 | 0 | i
CCN1CCN(C(=O)COc2ccc3c(c2)C(=O)CC2(CCN(C(C)=O)CC2)O3)CC1 | -1.4 | i
Cc1cc(C)c(NC2=NCCCS2)c(C)c1 | -1.5 | i
Cc1c(C(=O)Nc2ccccc2)c2cc(O)ccc2n1Cc1ccccc1 | -1.2 | i
Cc1ccc(N2C(=O)NC(=O)/C(=C\c3cn(CC(=O)O)c4ccccc34)C2=O)cc1 | -1.6 | i
CCCCCn1c(=O)c(C(=O)Nc2cc(C)ccn2)c(O)c2ccccc21 | 0.4 | i
CCCCn1c(O)c(C=NC2CC3CCC2(C)C3(C)C)c(=O)[nH]c1=O (centres undefined) | 1.6 | i
CCC(=NCCN1CCOCC1)c1c(O)n(C2CCCCC2)c(=O)[nH]c1=O | -0.01 | i
c1cc2c(cc1[C@H]1OC[C@H]3[C@@H]1CO[C@@H]3c1ccc3c(c1)OCO3)OCO2 | 0.06 | i
CCC(=NCc1ccc2c(c1)OCO2)c1c(O)n(C)c(=O)n(C)c1=O | 0.02 | i
COC(=O)C(O)(c1ccc(N(C)C)cc1)C(F)(F)F (centres undefined) | 0.74 | i
COc1ccc2c(C)c(CCC(=O)N3C[C@H]4C[C@@H](C3)c3cccc(=O)n3C4)c(=O)oc2c1 | -0.09 | i
O=P(NC(c1ccccc1)c1ccccc1)(Oc1ccccc1)Oc1ccccc1 | -2.8 | -5.9*
O=C1NC(=O)N(c2ccccc2)C(=O)/C1=C\c1ccc([N+](=O)[O-])s1 | -0.58 | i
CC1CCN(C(=O)c2ccc(N3CC4CC(C3)c3cccc(=O)n3C4)c([N+](=O)[O-])c2)CC1 (centres undefined) | -0.19 | i
O=C(COC(=O)c1cccc(O)c1)Nc1ccc(Cl)cc1C(=O)c1ccccc1 | -1.6 | i
Cc1ccc2c(c1)C(c1ccccc1)=NCC(=O)N2C | 2.8 | i
CC(NC1=NCCS1)c1ccccc1 (centres undefined) | 0.6 | i
CN(C)c1ccc(/C=C/[N+](=O)[O-])cc1 | -6.3* | i
O=C1COc2ccc(C(=O)COC(=O)Cc3ccccc3)cc2N1 | -0.92 | i
COc1ccccc1-n1c(-c2ccccc2F)nc2ccccc2c1=O | 1.2 | i
CN1CCN(c2ccc([N+](=O)[O-])c(NCC3CCCO3)c2)CC1 (centres undefined) | 0.98 | i
CCCCn1c(N)c(C(=O)NCc2cccs2)c2nc3ccccc3nc21 | 1.3 | i
CN(C)C(=O)On1c(-c2ccccc2)nc2ccc(Cl)cc21 | 0.35 | i
COCCCn1c(N)c(C(=O)NCCC(C)C)c2nc3ccccc3nc21 | -0.04 | i
COc1ccc(NC(=O)N2CCC3(CC2)OCCO3)cc1 | -0.51 | i
COC(=O)c1ccc(N=C(c2ccccc2)c2c(O)n(C)c(=O)n(C)c2=O)cc1 | -0.11 | i
CN(C)CCN(CC1CCCN(Cc2ccccc2F)C1)C(=O)Cc1ccccc1F (centres undefined) | 1.9 | i
O=C1CC(c2cccnc2)=NN1c1ccc(Cl)cc1Cl | 0.25 | i
Clc1ccc(Cn2ccnc2)cn1 | -0.02 | i
CC12CC[C@H]3[C@@H](CCC4(O)C[C@H](O)CCC34/C=N/NC(=O)c3ccccc3F)C1(O)CCC2C1=CC(=O)OC1 (some centres undefined) | -0.9 | i
CNC(=S)N1CC2CC(C1)c1cccc(=O)n1C2 (centres undefined) | -0.44 | i
Cc1c(C(c2ccc(F)cc2)c2c(O)c3ccccc3oc2=O)c(=O)n(-c2ccccc2)n1C (centres undefined) | -0.03 | i
CCN(CC)C(=O)c1ccc(NC(=O)CCCSc2ccccc2)cc1 | -0.27 | i
Cc1nc(CCl)cc(=O)[nH]1 | -0.23 | i
Oc1ccc(Br)cc1CN1CCN(c2ccccc2)CC1 | -0.26 | i
CCOC(=O)c1c(-c2ccccc2)oc2ccc(OC(=O)N(C)C)cc12 | -0.26 | i
C/C(=N\N1CCN(C)CC1)c1c(O)n(Cc2ccccc2)c(=O)[nH]c1=O | -0.01 | i
CC(C)n1c(O)c(C=NCc2cccnc2)c(=O)[nH]c1=S | -1.2 | i
OCc1cnc[nH]1 | 1.3 | i
Clc1cccc(C2NCc3ccccc3-n3cccc32)c1 (centres undefined) | -1.6 | i
COc1ccc(CCNCc2ccncc2)cc1OC | 0.92 | i
CCOC(=O)c1nc2ccccc2c(=O)n1-c1cccc(C)c1 | -0.76 | i
Cc1cc(/C=C2\C(=O)NC(=O)N(Cc3ccccc3)C2=O)c(C)n1C1CC1 | 0.79 | i
COc1cccc(O)c1CN1CCCC(C(=O)c2ccccc2SC)C1 (centres undefined) | -0.83 | i
Cn1cc(CCC(=O)N2CCC3(CC2)OCCO3)c2ccccc21 | 0.47 | i
NCCCP(=O)(O)CCc1ccccc1 | 0.6 | i
CCCCCCn1c(O)c(C=Nc2ccccc2N2CCOCC2)c(=O)[nH]c1=S | -0.27 | i
O=c1[nH]c(=S)[nH]c(O)c1N=Nc1ccc(OC(F)F)cc1 | 0.49 | i
COc1cc2c(cc1OC)C(c1c(O)n(CCc3ccccc3)c(=S)[nH]c1=O)NCC2 (centres undefined) | -0.86 | i
CC(=O)N1N=C(c2cccnc2)OC1c1ccccc1Cl (centres undefined) | -2.8 | i

The list continues.
SMILES | Kir21 inh | KCNQ2 inh
Cc1cc(C)nc(NS(=O)(=O)c2ccc(N=Cc3c(O)n(C)c(=O)n(C)c3=O)cc2)n1 | -0.57 | i
CNCCc1ccc(OC)c(OC)c1 | -0.01 | i
O=C(O)Cn1cc(C=C2C(=O)NC(=O)NC2=O)c2ccccc21 | -0.03 | i
Cc1nnc2ccc(N3CCN(C)CC3)nn12 | -0.29 | i
CC(=O)Nc1ccc([As](=O)(O)c2ccc([N+](=O)[O-])cc2)cc1 | 0.54 | i
O=S(=O)(c1ccccc1)N1CC1c1ccccc1 (centres undefined) | -3.3 | i
Cc1c(C(c2ccc(Cl)cc2Cl)c2c(O)c3ccccc3oc2=O)c(=O)n(-c2ccccc2)n1C (centres undefined) | 2 | i
OC(c1cccc(Cl)c1)(c1cccc(Cl)c1)C1CN2CCC1CC2 (centres undefined) | -4.7* | i
CN(C)CCOC(=O)c1cn(Cc2ccccc2)c2ccccc12 | -7* | i
CCOC(=O)c1c(NC(=O)c2c(N)n(CCCOC)c3nc4ccccc4nc23)sc2c1CCCC2 | 0.72 | i
O=C(c1cccnc1)c1cc2ccccc2[nH]1 | -0.19 | i
Cc1c(N=Nc2c(O)n(C)c(=O)n(C)c2=O)c(=O)n(-c2ccccc2)n1C | 1.2 | i
COc1cc(Cn2c(N)c(C(=O)NCc3ccco3)c3nc4ccccc4nc32)cc(OC)c1OC | 0.11 | i
COCCOC(=O)c1c(N)n(Cc2ccccc2)c2nc3ccccc3nc12 | 0.69 | i
CCN(CC)C(=O)c1ccc(NC(=O)c2cccc(C(F)(F)F)c2)cc1 | 0.45 | i
Fc1cccc(C2NCCc3[nH]cnc32)c1 (centres undefined) | 1.1 | i
COc1ccc(CCNC(=O)c2c(N)n(CCN3CCOCC3)c3nc4ccccc4nc23)cc1 | 1.1 | i
Cc1cc(CN(C)C)c(OC(=O)N(C)C)cc1C | 0.42 | i
CCn1cc(C(=O)NCc2ccccc2)c2ccccc21 | -0.63 | i
CCCCC(=O)N/N=C/c1c(O)n(CCc2ccc(OC)c(OC)c2)c(=O)[nH]c1=O | 2 | i
c1ccc(C2CC3CC(c4ccco4)N2O3)cc1 (centres undefined) | 0.68 | i
O=c1[nH]c(=S)n(CCC2=CCCCC2)c(O)c1C=NCc1cccnc1 | 4.1 | i
O=C(CF)NC(NC(=S)Nc1ccccc1O)C(Cl)(Cl)Cl (centres undefined) | -2.1 | i
CN(C(=O)CN1CC=C(c2ccccc2)CC1)c1c(N)n(Cc2ccccc2)c(=O)[nH]c1=O | -0.64 | i
O=C(COC(=O)c1ccc(O)cc1)Nc1ccc(Cl)cc1C(=O)c1ccccc1 | -0.81 | i
CCOC(=O)CCN=Cc1c(O)n(-c2ccc(Br)cc2)c(=O)[nH]c1=O | 1.9 | i
CCCCCc1cc(O)c2c3c(c(=O)oc2c1)CN(C)CC3 | 0.02 | i
O=C(Cc1ccccc1)Oc1cccc(-n2cnnn2)c1 | 0.76 | i
COc1ccccc1OCC(=O)N1CCCC(N(C)Cc2ccccc2)C1 (centres undefined) | -2.1 | i
c1ccc(-c2nc(N3CCOCC3)s[n+]2-c2ccccc2)cc1 | 0.8 | i
CC(C)(C)C(=O)OCC12CCC(O1)C1(C)C(=O)OCC21 (centres undefined) | 1 | i
Cc1ccc(S(=O)(=O)N(C)C/N=C(\N)N[N+](=O)[O-])cc1 | -2 | i
CN(C)C(=O)CSc1nnc([C@@H](N)Cc2ccccc2)o1 | 0.51 | i
Cn1c(O)c(/C=N/c2ccccn2)c(=O)n(C)c1=O | -0.03 | i
O=C(NC(=S)N1C[C@H]2C[C@H](C1)c1cccc(=O)n1C2)c1ccc(F)cc1 | -1.1 | i
COc1ccc(C(=O)Cn2c(NCCCl)nc3ccccc32)cc1 | -0.53 | i
C[C@@H]1CC[C@@]2(NC1)O[C@H]1C[C@H]3[C@@H]4CC=C5C[C@@H](O)CC[C@]5(C)[C@H]4CC[C@]3(C)[C@H]1[C@@H]2C | 1.3 | i
CCCn1c(C(=O)c2ccccc2)nc2ccccc21 | -0.18 | i
O=S(=O)(NC1CCCC1)OCC(Cl)(Cl)Cl | -2.1 | i
O=P(c1ccccc1)(c1ccccc1)N1CCCCC1 | 1.1 | i
COc1cccc(-c2nn(Cc3ccccc3)cc2C(=O)O)c1 | 0.44 | i
Cn1c(=O)c2nncnc2n(C)c1=O | -0.2 | i
Cc1ccc(OCC(=O)N2CCN(C3CCC(c4ccccc4)CC3)CC2)cc1 (centres undefined) | -0.17 | -6.2*
COCc1cc(OC(=O)N(C)C)nc(-c2ccc(C)c(Cl)c2)n1 | 0.34 | i
O=C(COc1ccc(Cl)cc1)N(c1ccc(Cl)cc1)C1CN2CCC1CC2 (centres undefined) | -0.59 | i
CCCCn1c(O)c(C(CC)=NC(C)c2ccccc2)c(=O)[nH]c1=O (centres undefined) | 1.5 | i
CC(N)Cc1c[nH]c2ccc(Cl)cc12 (centres undefined) | -0.34 | i
COc1cc(/C=N/NC(=O)CN2CC(c3ccccc3)CC2=O)ccc1OC(=O)N(C)C (centres undefined) | 0.07 | i
O=C1CC(=O)N(c2cccc(Cl)c2)C(=O)N1 | 1.6 | i
CCN1CCN(c2nc([N+](=O)[O-])nn2C)CC1 | 0.02 | i

(further entries)
SMILES | Kir21 inh | KCNQ2 inh
O=c1[nH]c(=O)n(CCc2ccccc2)c(O)c1C=NCCCn1ccnc1 | 0.43 | i
CS(=O)(=O)N1CCN(C(=N)N[N+](=O)[O-])CC1 | -0.48 | i
C(=NC12CN3CN(CN(C3)C1)C2)c1cccnc1 | 1.1 | i
NP(=O)(OCCCc1ccccc1)Oc1ccccc1 (centres undefined) | 0.18 | i
Cc1cc(S(=O)(=O)NCC(C)C)ccc1OCC(=O)N1CCN(Cc2ccccc2)CC1 | -1.4 | i
Cn1cccc1CNCCc1ccc(F)cc1 | -0.01 | i
CSc1ncc(/C=C2/C(=O)NC(=O)N(c3ccc(C(C)C)cc3)C2=O)cn1 | -2.5 | i
O=C(N/N=C/c1c(O)n(-c2cccc3ccccc23)c(=O)[nH]c1=O)c1ccncc1 | -1.7 | i
COc1ccc(/C=C/C(=O)c2c(O)n(CCC3=CCCCC3)c(=O)[nH]c2=O)cc1OC | -0.88 | i
COc1ccc(C2C([N+](=O)[O-])=C(N)Oc3c2c(=O)oc2ccccc32)cc1 (centres undefined) | 0.44 | i
CC(C)CCCn1c(O)c(/C=C2/C=CC=N2)c(=O)[nH]c1=O | -2 | i

This is a subset. The share of hits here may be higher or lower than overall.
